Source: PubChem BioAssay
TCR-CD3 inh – inhibitors of human TCR-CD3 interaction. hit rate 0.37% among 360,000. inhibition, % at 9.4 µM. TAMRA-labeled TCR probe fluorescence, biochemical; in the data active = inhibition above about 19%;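 also: recombinant mutant TCR 2C K166C tagged with TAMRA read by polarization; 0% = receptor in buffer alone and 100% = receptor with positive control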
proKLK7 act – proKLK7 (human) activation, primary screen; hit rate 0.9% among 370,000; P49862; purified proKLK7, EDANS-DABCYL substrate fluorescence; 100% is mature enzyme control, 0% vehicle; activation, % at 7 µM;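 active = activation above the mean of all tested compounds plus 3 SD, computed per campaign excluding outliers beyond control limits, cut at about 13% in these data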
MBD2 DNA inh – MBD2-methylated oligo binding inhibition; TR-FRET, MBD2 binding to methylated oligonucleotide; inhibition, % at 4.4 µM; hit rate 0.31% among 370,000; AID 686964; in the data active = inhibition above about 13%
DDE Tn6 FP inh – DD(E)-Tn6 binding inhibition, primary FP screen. AID 720509. inhibition, % at 8.3 µM. P02675. Fibrin DD(E) TRITC-Tn6 fluorescence polarization displacement. hit rate 0.21% among 370,000;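 active = inhibition above a per-campaign cutoff: mean of compounds within control limits plus 3 SD, cut at about 15% in these data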;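 also: 0% = median of all compound wells on the plate and 100% = blocking peptide control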
LEDGF integ inh – blocks HIV-1 LEDGF/p75-dependent DNA integration; TR-FRET IN-LEDGF/p75 DNA integration, Eu/Cy5; inhibition, % at 3.7 µM; hit rate 0.64% among 370,000; AID 743269;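 active = inhibition above the screen-wide mean plus 3 SD, cut at about 13% in these data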;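 also: signal is the Cy5 over europium emission ratio at 671 and 618 nm; 0% = plate median of compound wells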
DDE Tn7 FP inh – DD(E)-Tn7 binding inhibition, primary FP screen. inhibition, % at 8.3 µM. FP displacement of FITC-Tn7 peptide from fibrin DD(E); 0% = median of compound wells per plate. hit rate 0.13% among 370,000;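 active = inhibition above the mean of compounds falling within the control limits plus 3 SD of them, cut at about 14% in these data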;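 also: 0% = plate median of compound wells and 100% = 10 µM Aha-Tn7 peptide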
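assay system = human clot-derived fibrin DD(E) complex | quantity = Fibrin-DD(E) at 2 µM final | timing = 10 min preincubation, 3 h with tracer, room temperature | signal = fluorescence polarization | measure = percent inhibition | benchmarks = high control wells with 10 µM unlabelled Aha-Tn7 peptide (full inhibition) | replicates = singlicate testing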
PRMT1 FP inh – inhibitors of human PRMT1; Q99873; recombinant PRMT1, activity-based probe fluorescence polarization; inhibition, % at 2.79 µM; AID 652257; hit rate 1.3% among 370,000;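 active = inhibition above about 21% made by adding two undisclosed values, limit read from the data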
Target sequence (Q99873 whole entry, looked up): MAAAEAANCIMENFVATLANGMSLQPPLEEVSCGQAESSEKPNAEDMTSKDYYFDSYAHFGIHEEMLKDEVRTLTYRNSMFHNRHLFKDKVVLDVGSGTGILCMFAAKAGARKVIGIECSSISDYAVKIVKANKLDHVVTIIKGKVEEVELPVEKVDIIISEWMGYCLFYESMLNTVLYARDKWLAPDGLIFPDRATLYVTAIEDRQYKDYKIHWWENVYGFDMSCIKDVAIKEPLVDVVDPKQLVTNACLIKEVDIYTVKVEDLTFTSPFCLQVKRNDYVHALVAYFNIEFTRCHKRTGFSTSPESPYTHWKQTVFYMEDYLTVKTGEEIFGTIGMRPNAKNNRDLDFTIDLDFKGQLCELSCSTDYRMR
UHRF1 binding – blocks human UHRF1 binding to methylated DNA | Q96T88 | UHRF1 binding to methylated oligo, TR-FRET | inhibition, % at 4.4 µM | hit rate 0.75% among 370,000; in the data active = inhibition above about 21%;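 also: UHRF1 SRA domain binding a hemimethylated CpG hairpin DNA probe; 0% = median of test compound wells and 100% = reference inhibitor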
TDP2 inh – blocks human TDP2 phosphodiesterase activity; O95551; recombinant TDP2, T5PNP hydrolysis, p-nitrophenol absorbance 415 nm; inhibition, % at 12.8 µM; hit rate 0.34% among 370,000;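 active = inhibition above the mean of all tested compounds plus 3 SD, set per campaign, cut at about 25% in these data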;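 also: 0% = DMSO with enzyme and 100% = buffer with substrate but no TDP2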
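Evaluation: % inhibition relative to enzyme-containing and enzyme-free wells. Material: recombinant human TDP2. Benchmarks: enzyme-free and DMSO wells. Timing: enzyme reaction with compound for 2 h at 37 °C. Compound dosing: 12.8 µM only. Measured by: p-Nitrophenol epi absorbance. Reagent: T5PNP substrate at 5 mM, a TopII-DNA adduct mimic. Replication: single well per compound.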
SIAE primary – blocks human sialic acid acetylesterase. hit rate 0.69% among 370,000. inhibition, % at 9.66 µM. Q9HAT2. SIAE FP-Rh probe binding, fluorescence polarization;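 active = inhibition above a cutoff: mean of compounds within the control limits plus 3 SD of those, cut at about 17% in these data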;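 also: 0% = plate median of compound wells and 100% = probe without SIAE protein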
Target sequence (Q9HAT2 whole entry, looked up): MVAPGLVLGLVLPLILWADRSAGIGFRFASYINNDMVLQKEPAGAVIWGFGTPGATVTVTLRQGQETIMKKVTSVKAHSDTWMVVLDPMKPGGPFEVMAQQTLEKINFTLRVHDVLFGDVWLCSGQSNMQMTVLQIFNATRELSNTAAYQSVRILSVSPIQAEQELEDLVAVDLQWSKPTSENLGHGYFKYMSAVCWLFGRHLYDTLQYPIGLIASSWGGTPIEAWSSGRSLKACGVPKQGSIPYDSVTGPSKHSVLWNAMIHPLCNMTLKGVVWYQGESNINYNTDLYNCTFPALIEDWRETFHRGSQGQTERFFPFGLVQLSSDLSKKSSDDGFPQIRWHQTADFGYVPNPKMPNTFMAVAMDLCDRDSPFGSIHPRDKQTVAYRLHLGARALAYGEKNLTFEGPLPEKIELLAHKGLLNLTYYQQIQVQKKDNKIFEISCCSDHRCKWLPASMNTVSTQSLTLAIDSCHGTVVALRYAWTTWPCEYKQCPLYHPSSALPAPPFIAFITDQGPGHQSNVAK
The depositor's hits bear a star; x = not tested or not shown; & = joins results of further samples.

TCR-CD3 inh,proKLK7 act,MBD2 DNA inh,DDE Tn6 FP inh,LEDGF integ inh,DDE Tn7 FP inh,PRMT1 FP inh,UHRF1 binding,TDP2 inh,SIAE primary,SMILES
0,-0.6,-6,9,2,1,1,-2,10,-4,Cn1c(=O)c2c(nc(CN3CCC(C(N)=O)CC3)n2CCCc2ccccc2)n(C)c1=O
3,-0.1,1,-2,3,-1,1,-1,4,-1,O=C(c1cnn2c(C(F)F)cc(-c3ccccc3)nc12)N1CCc2ccccc21
2,-0.4,3,3,-2,0,-3,0,10,2,Oc1ccc(Cl)cc1CNCc1ccc(Cl)nc1
-1,0.0,4,-9,1,-5,5,1,-6,-3,COc1ccc(CNC(=O)C(OC(=O)c2nsc(Cl)c2Cl)C(C)C)cc1 (stereo unspecified)
-2,0.0,3,-4,0,0,-2,-5,2,4,O=C(Nc1nnc(-c2ccccc2Cl)s1)C1CCN(S(=O)(=O)c2ccc(Cl)cc2)CC1
5,0.5,-4,-6,1,-2,-1,1,-5,-3,O=C(OCC(=O)N1CCN(C(=O)c2ccco2)CC1)c1ccccc1OCc1ccc(Cl)cc1
-6,-0.5,-2,-1,-1,6,1,3,-8,-1,O=C(O)c1cc2ccc3ccccc3c2[nH]1
6&-5,-0.1&-0.3,0&-3,-7&2,-6&-10,4&10,-5&4,0&3,1&3,-1&7,CC(=O)N(O)CCCCCNC(=O)CCC(=O)N(O)CCCCCNC(=O)CCC(=O)N(O)CCCCCN
5&-5,-0.1&0.2,-2&1,5&12,5&2,-8&6,-1&1,-1&-3,-11&7,0&1,c1ccc2c(c1)cnc1ccccc12
-2,0.1,-2,1,5,4,-5,26*,11,-9,Fc1cccc(Cc2c(-c3ccc(Cl)cc3)nc3ccc(Cl)cn23)c1
-1,-12,-4,-3,-5,1,1,-2,4,7,CCOc1cccc(/C=N/NC(=O)CC2C(=O)NN=C2C)c1O (stereo unspecified)
-5,0.4,-2,4,-1,9,2,4,3,4,C=CCn1c(C2CC2)n[nH]c1=S
-4,-0.5,3,0,-5,3,1,1,3,-1,Cc1ccc(C2(C)NC(=O)N(CC(=O)c3ccc4c(c3)OCCO4)C2=O)cc1 (stereo unspecified)
6,0.7,3,5,-1,6,1,3,5,0,O=C1CSc2ccc(S(=O)(=O)NCc3ccc(Cl)cc3)cc2N1
3,0.0,0,3,0,2,-3,-1,0,-5,O=C(NCc1ccccc1Cl)C1CCN(c2cnccn2)CC1
-3,0.7,2,1,0,-1,-1,-2,3,-4,C[C@@H]1CN([C@H](C)CO)C(=O)Cc2cc(NC(=O)Cn3cnnn3)ccc2O[C@@H]1CN(C)Cc1ccc(Cl)c(Cl)c1
-1,0.6,0,-6,-3,-1,6,3,-6,-3,c1ccc2c(-c3cc(C4CCNCC4)[nH]n3)cccc2c1
-2,-0.1,2,-9,3,1,-1,1,0,-6,O=C(CN1C(=O)NC2(CCCc3ccccc32)C1=O)NCc1cccs1 (stereo unspecified)
15,0.3,5,-2,-1,5,-5,-1,2,5,CC(=O)c1ccccc1C(=O)N1CCC(n2nccc2NC(=O)C2CC2)CC1
6,-51,3,-2,3,2,1,1,0,-4,CCOC(=O)c1cc(-c2ccc3c(c2)OCCO3)nc2c1c(C)nn2CCC#N
-1,0.1,0,-4,3,2,1,-1,2,-6,CCc1ccccc1NC(=O)CNC(=O)c1ccccc1OCc1c(C)noc1C
x,-0.1,-1,-6,-3,-7,0,0,-2,0,O=C(c1cscn1)N1CCC(Oc2cccnc2)CC1
4,-0.5,2,1,-1,5,-1,0,3,15,COc1cc(OC)cc(C(=O)NNC(=O)C(CCC(N)=O)NS(=O)(=O)c2ccc(Cl)cc2)c1 (stereo unspecified)
-7,-0.5,1,5,-1,6,6,-1,1,3,O=C1c2ccccc2C(=O)c2c1ccc1c(=O)n(-c3ccccc3)[nH]c21
-5,0.5,2,5,-3,3,-1,2,6,-3,O=c1[nH]c(-c2ccccc2)cs1
-4,-0.2,2,-1,2,-5,-1,1,3,9,CC(=O)OC[C@@H]1CN(Cc2ccccc2)C[C@H](n2cnc3c(NCC(C)C)ncnc32)O1
1,-0.9,0,-8,4,-3,0,1,-5,-7,O=C(NCc1ccccc1Cl)c1cc2c(s1)CS(=O)(=O)C2
-3,0.0,-4,0,-4,-1,-3,-2,6,7,Cc1cccc(C(C(C(=O)c2ccccc2)N2CCOCC2)N2CCOCC2)c1 (stereo unspecified)
-1,0.6,1,4,-1,4,-4,-2,3,0,CN(C)CCNc1ncnc2c1ncn2[C@H]1CN(CCc2ccccc2)C[C@@H](CO)O1
-4,0.6,7,3,-7,-3,7,3,-8,-5,CC(=O)Nc1c(C#N)c(-c2ccccc2)c(C#N)c(=O)n1-c1ccc(C)cc1
2,0.9,2,-4,1,-4,-1,0,-4,-5,O=C(COC(=O)Cc1ccc(Br)cc1)NC12CC3CC(CC(C3)C1)C2
-3,0.9,-5,-1,-2,5,-2,-2,-15,0,O=C(NCc1ccccn1)C(=O)N/N=C/c1ccccc1O
-9,-0.1,8,-4,-3,-2,5,4,-11,3,CCN1CCN(c2ccc(NC(=O)c3ccco3)cc2)CC1
-3,0.1,-9,10,-6,0,9,-1,-9,7,CCOC(=O)C1=C(c2ccccc2)NC(=O)NC1c1cc(OCC)c(O)c([N+](=O)[O-])c1 (stereo unspecified)
1,0.3,0,5,-1,0,-2,-1,-3,3,CC(C)C(NS(=O)(=O)c1ccccc1)C(=O)N1CCCCCC1 (stereo unspecified)
4,-0.7,1,1,33*,4,2,1,-1,6,O=C(CCS(=O)(=O)Cc1ccccc1)Nc1nc2c(s1)CCCC2
5,-0.6,-3,-2,1,-2,-1,1,6,3,O=C(c1ccc(S(=O)(=O)Nc2ccccc2)cc1)N1CCOCC1
-6,-0.1,3,-1,-2,-2,1,2,3,-7,CN(C)C(CNC(=O)C1CCN(C(=O)/C=C/c2ccccc2)CC1)c1ccccc1 (stereo unspecified)
7,0.1,1,-2,0,5,-2,0,6,0,O=C(c1cc(C2CCCCN2S(=O)(=O)c2ccc(F)cc2F)on1)N1CCOCC1 (stereo unspecified)
2,0.6,0,5,-1,2,1,1,1,-3,CC(C)(C)OC(=O)N1CCCN(C(c2cc3ccccc3o2)c2nnnn2C(C)(C)C)CC1 (stereo unspecified)
2,-0.2,5,5,-1,1,-1,12,12,12,CC(C)c1ccc(NC(=O)CSC(C)c2nc3ccccc3c(=O)[nH]2)cc1 (stereo unspecified)
0,-0.5,-2,-4,-4,0,-5,1,18,3,O=C(CCc1nc(-c2ccccc2)no1)NCc1cccnc1
-6,-0.1,6,-5,-4,6,9,5,-12,-7,CC(C)NC(=O)/C=C/C(=O)O
6,0.6,1,5,1,0,-2,0,1,-4,COc1ccc(N2C(=O)C3CCCN3C2c2ccccc2OC)cc1 (stereo unspecified)
4,0.5,-1,1,-1,-1,-1,1,8,0,CCOC(=O)Nc1ccc2c(c1)N(C(=O)N(C)C)c1ccccc1CC2
7,-0.1,-2,-5,2,-2,-4,1,14,-1,Cn1c(CNC(=O)c2ccccc2F)nnc1SCC(=O)Nc1nnc(C2CC2)s1
9,-0.6,4,2,2,7,-3,-3,12,-7,COc1ccc(CNC(=O)c2ccc(NC(=O)C3=CSCCO3)cc2)cc1
-5,0.2,0,0,-2,8,-1,1,-1,1,CCOC(=O)C1=C(C)c2ccccc2OC1(C(=O)OCC)C(C)C (stereo unspecified)
-7,0.2,-4,0,0,-2,-3,2,-2,-3,Cn1ccsc1=NC(=O)c1cccc(OC(F)F)c1
4,0.1,1,5,1,-11,1,0,-7,-3,CCCN(CCC)CCCn1c(=O)[nH]c2ccccc21

New compounds follow.
TCR-CD3 inh,proKLK7 act,MBD2 DNA inh,DDE Tn6 FP inh,LEDGF integ inh,DDE Tn7 FP inh,PRMT1 FP inh,UHRF1 binding,TDP2 inh,SIAE primary,SMILES
1,0.2,-5,2,-1,-3,1,-3,4,4,CCOCCCNCc1cn(-c2ccc(F)cc2F)nc1-c1ccccc1C
-8,0.5,-2,12,-1,1,6,-3,2,3,CCN1CCCC1CNC(=S)Nc1ccc(C(C)=O)cc1 (stereo unspecified)
-8,-0.4,1,-3,3,-2,-1,-2,11,12,O=C1NCCN(CC2CCN(CCc3ccccc3)CC2)C1=O
0,0.0,0,1,1,3,0,0,-8,2,COc1ccccc1C(=O)NNC(=O)c1cccc(Br)c1
7,0.0,-1,-7,-2,-1,0,0,7,2,COC(=O)[C@@H]1C[C@@]2(O)[C@@H](O)[C@@H](O)[C@@H](O)C[C@H]2N1Cc1ccc(Cl)cc1
-5,0.1,2,0,-4,-1,0,2,-9,-6,Clc1ccc(-n2ncc3c(NCc4cccnc4)ncnc32)cc1Cl
1,0.1,-2,4,1,-9,-8,-28,-7,-7,O=c1c2ccccc2oc2c1oc1ccccc12

Compound profiles, from the list above. Screens in order: TCR-CD3 inh | proKLK7 act | MBD2 DNA inh | DDE Tn6 FP inh | LEDGF integ inh | DDE Tn7 FP inh | PRMT1 FP inh | UHRF1 binding | TDP2 inh | SIAE primary
COc1ccc(N2C(=O)C3CCCN3C2c2ccccc2OC)cc1 (stereo unspecified) is listed with 6 | 0.6 | 1 | 5 | 1 | 0 | -2 | 0 | 1 | -4
O=C(OCC(=O)N1CCN(C(=O)c2ccco2)CC1)c1ccccc1OCc1ccc(Cl)cc1 is listed with 5 | 0.5 | -4 | -6 | 1 | -2 | -1 | 1 | -5 | -3
